TSHR antagonist = human thyrotropin receptor antagonism. P16473. TSHR-expressing cells, TSH-stimulated cAMP HTRF, 2 h; hits give low values. activity change, negative = inhibition, % at 11.5 µM. 330,000 compounds, 0.2% hits;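 active means activity change below a set negative limit, meaning inhibition stronger than a set level, cut at about -70% in these data; inconclusive means activity change between two set negative limits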; further: on the % scale 0 is the no-effect control and ±100 the full control effect
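Antagonism was scored as loss of TSH-driven cAMP in TSHR cells, stimulated with 4nM TSH (EC80) for 2 hours at 37 deg C and detected by homogeneous HTRF competition immunoassay.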
Menin-MLL TR inh = menin-MLL binding inhibition, Texas Red mutant peptide; O00255; Menin + Texas Red MLL mutant peptide, fluorescence polarization; Potency, µM (top dose mostly 61.6 µM), for the others: top-dose FP activity change, negative = inhibition, usual class: inhibitors; 270,000 compounds, 0.23% hits; AID 1768; active means well fitted inhibition curve with a large enough effect in the polarisation, with a control signal flat, not every such curve was filed as active; inconclusive means small, poorly fitted or top-dose-only effect, or effect the other way, or a change in a side signal; inactive means no such curve, though single readings can be large or run the other way; the % refers to the polarisation; further: potency means the concentration at half of the fitted maximal effect; % of control where 0% means no effect; many of its hits are not listed in these tables
Target sequence (O00255 whole entry, looked up): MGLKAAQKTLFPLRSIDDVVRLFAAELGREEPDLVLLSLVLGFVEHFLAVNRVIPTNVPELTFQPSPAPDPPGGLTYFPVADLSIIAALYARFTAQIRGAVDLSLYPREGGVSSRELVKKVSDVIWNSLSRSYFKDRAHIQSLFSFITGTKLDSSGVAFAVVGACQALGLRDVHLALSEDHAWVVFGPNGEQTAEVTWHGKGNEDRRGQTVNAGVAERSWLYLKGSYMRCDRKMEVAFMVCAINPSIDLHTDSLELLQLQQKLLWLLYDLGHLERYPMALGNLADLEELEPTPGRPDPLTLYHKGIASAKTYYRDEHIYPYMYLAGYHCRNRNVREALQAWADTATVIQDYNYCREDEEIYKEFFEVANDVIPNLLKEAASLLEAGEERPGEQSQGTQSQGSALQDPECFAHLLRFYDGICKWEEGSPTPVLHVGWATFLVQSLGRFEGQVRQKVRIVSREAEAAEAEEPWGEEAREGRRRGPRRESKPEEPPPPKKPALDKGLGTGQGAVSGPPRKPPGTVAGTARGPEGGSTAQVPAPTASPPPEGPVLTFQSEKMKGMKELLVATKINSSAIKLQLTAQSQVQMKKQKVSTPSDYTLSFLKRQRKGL
A-T KAP1 phos = potential ataxia-telangiectasia treatment. […] A-T fibroblasts, KAP-1 phosphorylation AlphaLISA; neocarzinostatin DNA damage 30 min before lysis. Potency, µM (series often up to 57.5 µM), without a hit: at the highest dose activation, actives largely listed as activators. 320,000 compounds, 0.19% hits. AID 485349; further: potency means the concentration at half of the fitted maximal effect; % of control where 0% means no effect; nearly all actives have a fitted effect of over 45% in size
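hTERT-immortalized A-T patient fibroblasts ([…]), 500 cells/well in OPTI-MEM, 1% FBS, got compounds for 60 min, then NCS for 30 min at 37C. Lysates were then assayed for phospho-KAP-1 by AlphaLISA (anti-pKAP1 donor, anti-KAP1 acceptor beads), 6 hr at 25C.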
Mito fusion act = mitochondrial division inhibition or fusion activation | S. cerevisiae fusion-defective mutant growth rescue, CellTiterGlo 48 h | Potency, µM (doses to about 46.1 µM), without a hit: at the top dose growth rescue (activation), hits mostly activators | 320,000 compounds, 0.23% hits;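 further: potency means the concentration at half of the fitted maximal effect; % of control where 0% means no effect; nearly all actives have a fitted effect of over 45% in size; temperature-sensitive fusion mutants such as fzo1-1 at 37 °C on non-fermentable ethanol glycerol medium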
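Read-out: ATP-based luminescence (CellTiterGlo, 10 min ambient) reporting growth of fusion-defective ts yeast after 48 hours at 37C on glycerol/ethanol YPEG medium in the presence of compound.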
a7 integrin act = activators of alpha7 integrin expression for muscular dystrophy; alpha7betagal myoblasts, beta-gal FDG fluorescence, 48 h; Potency, µM (doses to about 38.3 µM), without a hit: top-dose activation, usual class: activators; 350,000 compounds, 0.064% hits; AID 624291;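 further: potency means the concentration at half of the fitted maximal effect; 100% = response of the positive control SU9516; nearly all actives have a fitted effect of over 60% in size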
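Alpha7betagal+/- myoblasts (passage 13) were plated 16-24 hr, then exposed to compounds (1:260 dilution of DMSO stock) for 48 hours at 37C. After MPER lysis, β-galactosidase reporter activity was read as FDG fluorescence (ex 480/em 540) after 30 minutes.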
ASM inhibitor = human S-ASM enzyme inhibition; AID 504937; Potency, µM (doses to about 57.5 µM), without a hit: top-dose activity change, negative = inhibition, most hits filed as inhibitors; 340,000 compounds, 0.006% hits; placental ASM, HMU-PC fluorogenic substrate, 60 min; further: potency means the concentration at half of the fitted maximal effect
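Human placenta-derived ASM preincubated with compound 10 min at room temperature, then reacted with 9 uM (final) fluorogenic HMU-PC substrate for 60 min at 37 C. Stop solution raises pH to 10; fluorescence read at Ex 386/Em 447 nm.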
CXXC DNA block = blocks binding of human MLL CXXC domain to DNA; 290,000 compounds, 0.037% hits; MLL-CXXC / FITC-HOXA9 DNA fluorescence polarization; Potency, µM (highest dose often 115 µM), for the others: at the top dose activity change, negative = inhibition, most hits filed as inhibitors; active means well fitted inhibition curve with a large enough effect in the polarisation, with a control signal flat, not every such curve was filed as active; inconclusive means small, poorly fitted or top-dose-only effect, or effect the other way, or a change in a side signal; inactive means no such curve, though single readings can be large or run the other way; the % refers to the polarisation; further: potency means the concentration at half of the fitted maximal effect
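Steps: dispense CXXC domain solution (7 uM) → pin compounds or unlabeled HOX-A9 DNA control → 5 min ambient → add FLSN-HOX-A9 solution (50 nM) → spin → 30 min ambient → fluorescence polarization. Tris pH 7.5/NaCl/DTT/BSA buffer.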
TSG101-PTAP inh = blocks PTAP/TSG101 interaction to inhibit HIV-1 budding | Q99816 | Fluorescence polarization, FITC-PTAP peptide / Tsg101 binding | Potency, µM (doses to about 115 µM), inactives show at the top dose activity change, negative = inhibition, most hits filed as inhibitors | 340,000 tested, under 10 active; active means well fitted inhibition curve with a large enough effect in the main read-out, with a control signal flat, not every such curve was filed as active; inconclusive means small, poorly fitted or top-dose-only effect, or effect the other way, or a change in a side signal; inactive means no such curve, though single readings can be large or run the other way; further: potency means the concentration at half of the fitted maximal effect; % of control where 0% means no effect
Target sequence (Q99816 whole entry, looked up): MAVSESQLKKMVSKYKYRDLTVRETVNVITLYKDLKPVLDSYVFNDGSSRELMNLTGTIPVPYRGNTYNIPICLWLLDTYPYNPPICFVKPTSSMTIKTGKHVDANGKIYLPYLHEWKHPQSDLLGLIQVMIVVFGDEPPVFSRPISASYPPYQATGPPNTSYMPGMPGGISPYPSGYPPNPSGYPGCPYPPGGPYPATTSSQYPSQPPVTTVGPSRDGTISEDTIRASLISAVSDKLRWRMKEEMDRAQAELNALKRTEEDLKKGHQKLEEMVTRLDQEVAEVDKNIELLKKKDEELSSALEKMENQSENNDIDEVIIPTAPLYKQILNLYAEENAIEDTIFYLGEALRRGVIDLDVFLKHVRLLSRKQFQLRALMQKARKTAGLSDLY
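Tsg101 binding domain (10 uM final) was mixed with compound and a FITC-labeled PTAP peptide (50 nM final) in HEPES pH 7.5 buffer with NaCl, Tween 20, EDTA and TCEP; fluorescence polarization was read after 20 min at r.t.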
TCR activator = activates T cell receptor signaling | AID 504894 | 330,000 tested, under 10 active | primary human leukocytes, anti-CD3, IL-2 HTRF, 48 h | Potency, µM (series often up to 9.22 µM), inactives show top-dose activation of IL-2 secretion, most hits filed as activators; further: % of control where 0% means no effect
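Readout: HTRF IL-2, Eu-cryptate/d2 antibody pair, 320nm excitation, 665nm emission. Stimulus: a-CD3 beads, no co-stimulation. Cells: primary human leukocytes. Exposure: 48 hr with compound.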
MBNL1-CUG inh = MBNL1-poly(CUG) RNA binding inhibition | Q9NR56 | 280,000 compounds, 0.036% hits | AID 2675 | TR-FRET MBNL1-His/biotin-(CUG)12 binding, 665/545 ratio | Potency, µM (highest dose often 57.5 µM), for the others: top-dose activity change, negative = inhibition, most hits filed as inhibitors; active means well fitted inhibition curve with a large enough effect in the signal ratio, with a control signal flat, not every such curve was filed as active; inconclusive means small, poorly fitted or top-dose-only effect, or effect the other way, or a change in a side signal; inactive means no such curve, though single readings can be large or run the other way; the % refers to the signal ratio; further: potency means the concentration at half of the fitted maximal effect; on the % scale 0 is the no-effect control and ±100 the full control effect
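His-tagged MBNL1 binding to biotinylated (CUG)12 RNA was measured by TR-FRET using terbium anti-His antibody (0.055 ng/ul final) and streptavidin-XL665 (5 nM final). Compounds were titrated 92 nM to 58 uM; 60 min at room temperature.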
Starred values were filed as active, the others as inactive; ? = inconclusive; / = not tested or not shown; [ ] = remark or other dose. Unless noted, the call rests on the fitted dose curve; in most records, active means well fitted curve in the direction sought with a large enough effect; inconclusive means small, poorly fitted or top-dose-only effect, or another doubt; inactive means no such curve, though single readings can be large; an effect the other way counts as inactive or inconclusive. The list is partial (hit frequency here may not be typical).

SMILES | TSHR antagonist | Menin-MLL TR inh | A-T KAP1 phos | Mito fusion act | a7 integrin act | ASM inhibitor | CXXC DNA block | TSG101-PTAP inh | TCR activator | MBNL1-CUG inh
Cc1ccccc1Nc1nc(N)nc(COC(=O)[C@@H](NC(=O)c2ccccc2Cl)C(C)C)n1 | -2 | / | -6% | 3% | -1% | -1% | / | -6% | 0% | /
O=C(NNC(=O)c1cc(-c2cccnc2)nc2ccccc12)Nc1ccc(Cl)cc1 | 10 | ? | -4% | 0% | -22% | 0% | -3% | 1% | 2% | 10%
CCN(CC)CCn1cnc2c([nH]c3cccc(OC)c32)c1=O | -4 | 0% | -5% | -7% | 17% | 1% | 8% | 0% | -2% | -9%
Cn1c(=O)c2[nH]c(Cc3cccc(O)c3)nc2n(C)c1=O | / | / | / | / | -7% | 48%[activator] | / | 1% | 3% | /
CCn1nc(NC(=O)CC(C)C)c2cc3cccc(C)c3nc21 | -2 | 18% | 22% | 4% | 11% | / | 46%[activator] | 0% | 0% | 2%
COc1ccc(NC(=O)CCN2CCN(S(=O)(=O)c3ccc(F)cc3)CC2)cc1 | 13 | 3% | -3% | 7% | ? | -1% | -7% | 0% | -3% | 5%
NC(=S)N/N=C/c1ncc(C(F)(F)F)cc1Cl | -1 | / | 16% | 3% | -79%[inhibitor] | 14% | -3% | -9% | 1% | 17%
CC(C)(C)c1cc(C(=O)C[n+]2ccc(C(=O)NCCCO)cc2)cc(C(C)(C)C)c1O | -9 | / | -4% | 6% | 20% | -5% | 4% | -5% | -2% | ?
O=C(Nc1ccc(F)cc1)Nc1cnccn1 | 24 | -1% | -16% | 4% | -12% | -2% | ? | 0% | 11% | -5%
COc1ccc(C2C(=O)N(CCc3ccccc3)CC(=O)N2C2CCCC2)cc1 (centres undefined) | 18 | ? | 0% | 4% | -7% | -1% | -6% | / | / | -5%
CC(C)CC(=O)N1CCN(Cc2ccc3c(c2)OCO3)CC1 | -2 | 0% | 0% | 1% | -3% | 23% | 4% | -5% | 9% | 5%
CCSc1nc2c(c(=O)n1-c1ccc(F)cc1)SCC2 | 4 | 9% | -1% | 18% | 3% | 3% | 1% | -9% | -1%[46.1 µM] | ?
O=C(CCCN1C(=O)/C(=C/c2ccccc2Cl)SC1=S)Nc1cccnc1 | -72* | / | -1% | -10% | -55%[inhibitor] | -16% | -1% | -3% | -1% | ?
O=C1Nc2ccccc2/C1=N/c1sc2c(c1C(=O)NCCc1ccccc1)CCCC2 | -2 | 40%[activator] | 0% | 6% | 14% | -11% | -5% | -3% | -6% | ?
Cc1ccc(N(CCC(=O)O)S(=O)(=O)c2ccc(C)cc2)cc1 | -3 | -12% | 5% | -2% | -3% | 1% | 3% | -2% | -3%[46.1 µM] | -16%
O=C(COC(=O)C1CCC1)Nc1cc(S(=O)(=O)N2CCCCC2)ccc1Cl | -6 | / | -1% | 10% | 7% | 3% | / | 0% | -2% | /
COc1cccc2cc(S(=O)(=O)c3ccccc3)c(=Nc3ccc4c(c3)OCCO4)oc12 | 11 | -20% | 1% | -3% | 1% | -2% | -1% | -5% | 4%[46.1 µM] | /
Cc1cc(C)n(-c2nncn2NC(=O)c2ccc(Cl)cc2O)n1 | 1 | 13% | -3% | -6% | -9% | 6% | -25% | -2% | -1% | -8%
CC1(C)CC(CCNS(=O)(=O)c2ccccc2)(c2ccccc2)CCO1 (centres undefined) | -12 | 1% | 4% | 2% | 0% | 5% | 11% | -4% | -6%[46.1 µM] | -17%
COc1ccc(-c2cc(C)no2)cc1S(=O)(=O)N(C)c1cccc(C)c1 | -2 | 19% | -4% | 15% | -6% | -6% | 4% | -7% | 4% | -3%
COc1ccc(CN2CCCC(C(=O)c3cccc(C(F)(F)F)c3)C2)cc1O (centres undefined) | -8 | -15% | 2% | -2% | -11% | -2% | 1% | -4% | / | -9%
COc1ccccc1CC(=O)Nc1cccc(F)c1 | -3 | 6% | -1% | 2% | -35% | 5% | 8% | -1% | -3% | -6%
COc1cc(/C=C(\C#N)c2[nH]nc(N)c2C#N)cc(OC)c1O | 6 | ? | -8% | 0% | -14% | -3% | 68%[activator] | -7% | 6% | ?
C[C@H](NC(=O)N1CCn2c1nc1ccccc12)C(=O)NC1CCCCC1 | -4 | / | 14% | 0% | 12% | 1% | 29% | -7% | 3% | -7%
COC(=O)c1ccc(Cn2cnc3c(cnn3-c3ccc(F)cc3)c2=O)o1 | -7 | 5% | -4% | -1% | -11% | 2% | -11% | -3% | -3% | -3%
O=C(O)c1ccc2c(c1)C(=O)N([C@@H](C(=O)O)C(c1ccccc1)c1ccccc1)C2=O | -3 | 9% | 3% | 4% | / | / | / | / | / | /
COc1ccc(NC(=O)c2cc(-c3ccco3)on2)cc1 | 0 | ? | 1% | 5% | 41% | 2% | 3% | 2% | 4% | 17%
CCc1ccc(C(=O)CSc2nc(C)cc(=O)[nH]2)cc1 | -20 | -7% | -2% | 9% | 9% | 2% | 2% | 0% | -6% | -6%
CSCCC(C(=O)OCC(=O)c1ccc(C)c(C)c1)N1C(=O)c2ccccc2C1=O (centres undefined) | -3 | 1% | -1% | 16% | 0% | 3% | 6% | -3% | 6%[46.1 µM] | /
Cc1ccc(S(=O)(=O)NCCCNS(=O)(=O)c2ccc(C)cc2)cc1 | 1 | / | -3% | 2% | 1% | 1% | / | -3% | -3% | /
N#CCCn1cc(/C=N/NC(=O)c2ccncc2)c(-c2ccccc2)n1 | -14 | -11% | -6% | -5% | -19%[7.66 µM] | -4% | 0% | -6% | / | 6%
COc1ccc(-c2ccc3c(c2)c(-c2cccs2)c(-c2cc(OC)cc(OC)c2)n3C)cc1 | -8 | / | 3% | 6% | 25% | 124% | / | 0% | -1% | /
O=C(Nc1nccs1)c1ccc(Cl)s1 | -3 | ? | -1% | 6% | 10% | -12% | 1% | -3% | -5% | -1%
CC1CC(C)CN(S(=O)(=O)N2CCCC(C(=O)NC3CCCCC3)C2)C1 (centres undefined) | -5 | -8% | -1% | 0% | 25% | 6% | 18% | -1% | 3% | -8%
COC(=O)[C@@]12CCCN1[C@H](c1ccc(-c3ccc(OC)cc3)c(OC)c1)[C@H]1C(=O)N(C)C(=O)[C@H]12 | -13 | / | 3% | 5% | 3% | -5% | / | 4% | -5% | /
Cc1ccc([N+](=O)[O-])cc1NC(=O)CSc1n[nH]c(-c2cccnc2)n1 | -2 | 23% | 4% | 1% | -23% | 0% | -1% | -1% | 13% | ?
Cc1ccc(S(=O)(=O)N2CCC[C@H]2C(=O)NCc2ccccc2Cl)cc1 | -20 | / | 17% | / | -4% | 2% | / | -1% | -5% | /
O=c1c2cc(NC(=S)NC3CC3)ccc2nc2n1CCCCC2 | 2 | 7% | 4% | -3% | -18% | 3% | -3% | 2% | 3% | 0%
CCOC(=O)c1ccc(NS(=O)(=O)c2cc(-c3nnnn3C(C)C)ccc2OC)cc1 | -3 | -1% | 18% | -2% | 7% | -4% | 0% | -5% | 10% | -9%
CCOc1ccccc1OC(=O)c1ccco1 | / | -18% | / | -3% | 2% | 1% | 1% | -4% | 2% | 7%

As entered above.
A-T KAP1 phos, N#CCCn1cc(/C=N/NC(=O)c2ccncc2)c(-c2ccccc2)n1 = -6%
ASM inhibitor, O=C(Nc1nccs1)c1ccc(Cl)s1 = -12%
TCR activator, CC1CC(C)CN(S(=O)(=O)N2CCCC(C(=O)NC3CCCCC3)C2)C1 (centres undefined) = 3%
TCR activator, CCOc1ccccc1OC(=O)c1ccco1 = 2%

Three entries from above, arranged by molecular weight, low to high.
SMILES | TSHR antagonist | Menin-MLL TR inh | A-T KAP1 phos | Mito fusion act | a7 integrin act | ASM inhibitor | CXXC DNA block | TSG101-PTAP inh | TCR activator | MBNL1-CUG inh
O=C(Nc1nccs1)c1ccc(Cl)s1 | -3 | ? | -1% | 6% | 10% | -12% | 1% | -3% | -5% | -1%
CCN(CC)CCn1cnc2c([nH]c3cccc(OC)c32)c1=O | -4 | 0% | -5% | -7% | 17% | 1% | 8% | 0% | -2% | -9%
Cc1ccc(N(CCC(=O)O)S(=O)(=O)c2ccc(C)cc2)cc1 | -3 | -12% | 5% | -2% | -3% | 1% | 3% | -2% | -3%[46.1 µM] | -16%
